NPSR antagonist – neuropeptide S receptor (human) antagonism, cAMP. Q6W5P4. actives 1% (n = 220,000). CHO-NPSR cells, cAMP TR-FRET, antagonist mode. Potency, µM (doses to about 38.3 µM), without a hit: at the top dose activity change, negative = inhibition, hits mostly inhibitors; also: potency is read from the fitted curve at half-maximal effect; % is scaled to controls: 0 for no effect and ±100 for the full control effect; nearly all actives have a fitted effect of over 50% in size; many of its hits are not listed in these tables
Target sequence (Q6W5P4 whole entry, looked up): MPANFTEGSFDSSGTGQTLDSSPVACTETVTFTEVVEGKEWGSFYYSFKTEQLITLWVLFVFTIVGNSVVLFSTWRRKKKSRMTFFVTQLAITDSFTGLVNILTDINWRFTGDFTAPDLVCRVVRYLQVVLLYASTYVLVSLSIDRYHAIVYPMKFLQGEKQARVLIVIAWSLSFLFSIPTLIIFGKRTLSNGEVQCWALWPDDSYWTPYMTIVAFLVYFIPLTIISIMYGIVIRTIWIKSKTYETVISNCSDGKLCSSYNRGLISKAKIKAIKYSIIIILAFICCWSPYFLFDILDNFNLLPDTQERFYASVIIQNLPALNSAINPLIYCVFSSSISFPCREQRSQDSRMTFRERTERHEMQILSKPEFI
KinaseGlo FLuc – counter-screen: inhibitors of Kinase-Glo firefly luciferase | Q27757 | Kinase-Glo luciferase, ATP luminescence, 8 min | Potency, µM (highest dose often 38.3 µM), inactives show at the highest dose activity change, negative = inhibition, most hits filed as inhibitors | actives 0.28% (n = 200,000) | AID 1379; also: potency is read from the fitted curve at half-maximal effect; % is scaled to controls: 0 for no effect and ±100 for the full control effect; nearly all actives have a fitted effect of over 60% in size
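Inhibition of Kinase-Glo luciferase light generation was assessed at 10 uM ATP in pH 7.2 imidazole buffer, with luminescence measured after eight minutes at ambient temperature.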
LMNA splice mod – modulators of lamin A splicing. HeLa LMNA splicing GFP/RFP minigene ratio, 48 h. Potency, µM (titrated, usually from 46.1 µM), inactives show top-dose ratio change, negative = inhibition, most hits filed as inhibitors. actives 0.01% (n = 200,000); active = well fitted inhibition curve with a large enough effect in the signal ratio, with a control signal flat, not every such curve was filed as active; inconclusive = small, poorly fitted or top-dose-only effect, or effect the other way, or a change in a side signal; the % refers to the signal ratio; also: potency is read from the fitted curve at half-maximal effect; % is scaled to controls: 0 for no effect and ±100 for the full control effect
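S3 HeLa stable clones carrying a lamin A-EGFP splicing minigene plus DsRed2 were seeded at 600 cells/well in Opti-MEM with 2% FBS, pin-dosed and incubated 48 h at 37°C. Acumen cytometry (488 nm) gave the GFP/RFP total-intensity ratio.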
Epigenetic reg – derepresses silenced GFP reporter in murine cells | Potency, µM (top dose mostly 53.9 µM), for inactives: at the top dose GFP activation, usual class: activators | murine LDR cells, GFP reporter derepression, 30 h | actives 0.2% (n = 280,000) | AID 1865; also: potency is read from the fitted curve at half-maximal effect; % of control where 0% means no effect; nearly all actives have a fitted effect of over 60% in size
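Readout is the number of GFP-expressing murine LDR cells, counted by cytometry following washing. Cells were treated with compound for 30 h at 37 C; the stably integrated CMV-GFP locus is normally silent.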
IMPase Li inh – cell-permeable IMPase inhibitors with lithium potentiation | actives 0.35% (n = 210,000) | CHO-M1 cells, IP1 TR-FRET (IP-One), carbachol + lithium | Potency, µM (titrated, usually from 59.4 µM), for the others: top-dose activity, negative = IMPase inhibition, most hits filed as inhibitors;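 also: IP1 builds up when IMPase is blocked and the TR-FRET signal falls; potency is read from the fitted curve at half-maximal effect; plate controls were basal vehicle for no effect and high inhibitor control for full effect; nearly all actives have a fitted effect of over 50% in size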
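CHO-M1, 2000 cells/well, 16–30 h culture; cpd + low Li+, 30 min 37C; lysis with d2-IP1/Eu-anti-IP1 Ab, 10 min RT; TR-FRET 665/620 ratio and 620 channel; AC50 via Hill.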
GLA spleen mod – alpha-galactosidase A (human) modulation; P06280; Potency, µM (top dose mostly 80 µM), for the others: at the highest dose activity change, negative = inhibition, most hits filed as inhibitors; actives 0.008% (n = 240,000); human spleen homogenate, 4MU-alpha-Gal fluorescence, 40 min;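 also: potency is read from the fitted curve at half-maximal effect; 0% = enzyme with vehicle and -100% = no enzyme basal signal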
Target sequence (P06280 32-429 limits assumed): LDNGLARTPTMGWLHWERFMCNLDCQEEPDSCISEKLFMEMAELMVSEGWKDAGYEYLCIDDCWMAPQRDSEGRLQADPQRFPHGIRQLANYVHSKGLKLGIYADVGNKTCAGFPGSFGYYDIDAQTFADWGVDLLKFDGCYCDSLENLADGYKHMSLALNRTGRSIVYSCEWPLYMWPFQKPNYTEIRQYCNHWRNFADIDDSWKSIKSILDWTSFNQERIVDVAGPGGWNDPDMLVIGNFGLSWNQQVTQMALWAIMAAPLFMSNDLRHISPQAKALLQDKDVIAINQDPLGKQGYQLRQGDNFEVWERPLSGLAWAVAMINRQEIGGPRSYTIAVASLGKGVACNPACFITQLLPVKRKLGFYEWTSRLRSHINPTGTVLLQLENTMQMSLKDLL
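Human spleen homogenate (1 ug) was the enzyme source, with 4-methylumbelliferyl-alpha-D-galactopyranoside (1 mM final) in pH 5.0 citrate buffer with 0.01% Tween-20. Compounds were titrated; after 40 min at 37C, NaOH/glycine stop, 4-MU fluorescence read; AC50 from Hill fits.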
CBFb RUNX1 block – CBF-beta/RUNX1 interaction disruption | Q01196+Q13951 | AlphaScreen CBFb-His/RUNX1-biotin binding, biochemical | Potency, µM (top dose mostly 59.8 µM), without a hit: at the top dose activity, negative = inhibition, hits mostly inhibitors | 230,000 tested, under 10 active | AID 1477; also: % of control where 0% means no effect
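AlphaScreen binding: CBFb-His and RUNX1-biotin (30 nM each) preincubated 20 min, compound added for 15 min, then nickel and streptavidin beads for 90 min, all at room temperature. Disruption of the interaction by any mechanism counts as activity.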
* = called active by the depositor; ? = inconclusive; / = no result given; & = joins results of further samples; [ ] = dose if it differs, or a comment. Unless noted, calls follow the shape of the dose curve; as a rule, active = well fitted curve in the direction sought with a large enough effect; inconclusive = small, poorly fitted or top-dose-only effect, or another doubt; inactive = no such curve, though single readings can be large; an effect the other way counts as inactive or inconclusive. A portion of the library; the hit share may differ from the screen's.

SMILES	NPSR antagonist	KinaseGlo FLuc	LMNA splice mod	Epigenetic reg	IMPase Li inh	GLA spleen mod	CBFb RUNX1 block
O=C(CN1C(=O)NC2(CCCC2)C1=O)NCCC1=CCCCC1	-2.3%[46.1 µM]	0.6%	?	-1.1%	-18.2%[38.3 µM]	-5.2%	-2.8%
CCOC(=O)c1sc(NC(=O)c2ccc(S(=O)(=O)N3CCCCCC3)cc2)nc1-c1ccccc1	6.5%	2.1%	?	-1.0%	3.3%	-12.6%	-1.5%
Fc1cccc(Nc2ncnc3sc4c(c23)CCC4)c1	8.0%	2.9%	?	-1.6%	3.7%	3.9%	4.4%
CCN(CC)S(=O)(=O)c1cccc(C(=O)N[C@H](C(=O)OCC(=O)NC(=O)NC)C(C)C)c1	-13.4%[46.1 µM]	-0.8%	1.0%[0.0737 µM]	-0.9%	5.8%[38.3 µM]	1.8%	-0.3%
COC(=O)C(Cc1ccccc1)NC(=O)CSc1nc(N)cc(=O)[nH]1 (stereo not given)	-1.2%[46.1 µM]	-7.3%	-2.5%	4.7%	4.6%[38.3 µM]	10.0%	3.2%
COCCn1nnnc1C(c1ccc(Cl)cc1)N1CCSCC1 (stereo not given)	-6.4%[46.1 µM]	-3.9%	11.2%	-1.6%	-25.9%[38.3 µM]	-8.2%	7.5%
COc1cccc2cc(C(=O)CC3(O)C(=O)N(Cc4ccccc4)c4ccccc43)c(=O)oc12 (stereo not given)	-9.1%[46.1 µM]	-2.0%	-1.6%	-0.9%	0.6%[38.3 µM]	-4.5%	-1.2%
O=C(NCc1ccco1)C1CCCN1C(=O)Nc1ccc(Cl)cc1 (stereo not given)	13.5%	-3.3%	-0.4%[46 µM]	-0.4%	2.9%	-15.0%	4.7%
Cc1ccc(/C=C(\NC(=O)c2ccc(C)cc2)c2nc(=S)[nH][nH]2)cc1	-23.9%[46.1 µM]	5.0%	?	?	12.4%[38.3 µM]	-16.4%	-9.3%
CCc1nc(N2CCN(C(C)=O)CC2)c(C#N)c2c1COC(C)(C)C2	-34.1%	/	/	1.8%	/	11.0%	3.6%
CCC(CC)C(=O)c1c[nH]c(C(=O)NCC2CCCO2)c1 (stereo not given)	1.1%[46.1 µM]	-0.8%	-8.7%	0.0%	6.5%[38.3 µM]	5.5%	3.4%
C=CCNC(=S)N/N=C(\C)c1ccccn1	-25.9%[46.1 µM]	-1.8%	?	?	2.8%[38.3 µM]	9.2%	?
CCCn1c(N)c(NCCN2CCOCC2)c(=O)[nH]c1=O	7.6%	1.7%	/	1.1%	-0.9%	3.1%	3.2%
O=C(c1csnn1)N1CCC2(CCCN(Cc3cc(C(F)(F)F)cc(C(F)(F)F)c3)C2)CC1	/	-1.7%	/	/	0.8%	-6.9%	/
Cn1nnc(NC(=S)NC(=O)c2cc3ccccc3o2)n1	9.6%	/	/	1.1%	/	-1.3%	8.4%
NC(N)=N/N=C/c1ccc(OS(=O)(=O)c2ccccc2)cc1	-44.4%	0.0%	?	6.4%	11.8%	-16.7%	1.2%
CN(C)S(=O)(=O)c1cccc(COC(=O)c2ccc3c(c2)OCO3)c1	5.0%	-2.7%	/	-3.6%	11.8%	6.6%	-0.3%
ONC(=Nc1ccccc1Cl)c1ccccc1Cl	0.9%	/	/	-0.1%	/	14.0%	-1.8%
CC(/C=N/Nc1nnc2c(n1)[nH]c1ccccc12)=C\c1ccco1	5.3%[46.1 µM]	-0.7%	10.8%	-2.2%	27.0%[38.3 µM]	-5.6%	0.2%
CC(=O)N1CCN(Cc2nc3cc(NS(C)(=O)=O)ccc3n2C)CC1	-2.3%[46.1 µM]	2.6%	0.9%	1.0%	0.8%[38.3 µM]	3.6%	2.2%
COc1ccc(C(=O)NC(=S)N2CCNC(=O)C2)cc1Br	6.5%	0.7%	0.6%[46 µM]	0.0%	3.8%	-4.9%	3.5%
O=C1/C(=C/c2ccncc2)CCc2ccccc21	1.8%	/	/	3.1%	/	0.2%	4.1%
CC(C)(C)C(=O)NCCN1CCN(C(=O)C(C)(C)C)CC1	-0.9%[46.1 µM]	-0.2%	-11.6%	-2.0%	-1.7%	-5.9%	4.8%
Cc1ccc(-c2nnc(CCC(=O)NCC3C4CC5CC(C4)CC3C5)o2)s1 (stereo not given)	23.4%	0.6%	3.5%[46 µM]	1.5%	2.7%	7.7%	2.1%
COc1cc(NS(=O)(=O)c2ccc(NC(=O)COc3ccc(C)cc3)cc2)nc(OC)n1	-11.2%[46.1 µM]	10.9%	-0.7%	-1.0%	-11.9%[38.3 µM]	-1.2%	14.4%

Compound profiles, from the list above. Screens in order: NPSR antagonist, KinaseGlo FLuc, LMNA splice mod, Epigenetic reg, IMPase Li inh, GLA spleen mod, CBFb RUNX1 block
COc1ccc(C(=O)NC(=S)N2CCNC(=O)C2)cc1Br as listed: 6.5%, 0.7%, 0.6%[46 µM], 0.0%, 3.8%, -4.9%, 3.5%
O=C(c1csnn1)N1CCC2(CCCN(Cc3cc(C(F)(F)F)cc(C(F)(F)F)c3)C2)CC1 as listed: /, -1.7%, /, /, 0.8%, -6.9%, /
Fc1cccc(Nc2ncnc3sc4c(c23)CCC4)c1 as listed: 8.0%, 2.9%, ?, -1.6%, 3.7%, 3.9%, 4.4%

More structures follow:
SMILES	NPSR antagonist	KinaseGlo FLuc	LMNA splice mod	Epigenetic reg	IMPase Li inh	GLA spleen mod	CBFb RUNX1 block
CCO[C@@H]1OC(C(=O)O)=C[C@H](c2ccc(Br)cc2)[C@H]1CCCO	-11.0%	/	/	1.5%	0.0%	-8.1%	8.1%
COc1cc(O)c2c(=O)cc(C)oc2c1CC=C(C)C	/	0.3%&-5.8%	/	0.0%&5.3%	19.1%&7.1%	-12.5%&-4.9%	27.1%&21.7%
COC(=O)C1=C(C)NC(=O)C1(Nc1nccs1)C(F)(F)F (stereo not given)	-3.9%[46.1 µM]	5.7%	10.0%	-1.1%	31.7%[38.3 µM]	4.0%	1.9%
COC(=O)CN(c1ccc(F)cc1)S(=O)(=O)c1ccccc1	-6.4%[46.1 µM]	-1.3%	2.1%	0.0%	12.1%[38.3 µM]	0.3%	8.3%
CCN(CC)C(=O)N1c2ccccc2C=Cc2ccccc21	?	0.2%	-20.2%	-3.0%	6.3%[38.3 µM]	5.8%	3.0%
CC(=O)N1C(=O)N(C(C)=O)C2C1N(C(C)=O)C(=O)N2C(C)=O (stereo not given)	8.5%[46.1 µM]	10.4%	7.3%	0.0%	7.1%[38.3 µM]	3.5%	3.2%
COC(=O)c1ccc(C)c(NC(=O)C2COc3ccccc3O2)c1 (stereo not given)	-7.4%[46.1 µM]	5.9%	1.3%	-1.0%	23.5%[38.3 µM]	0.6%	5.8%
O=C1COc2ccc(C(=O)COC(=O)C3CCN(S(=O)(=O)c4cccs4)CC3)cc2N1	-16.4%[46.1 µM]	/	-2.0%	-0.2%	/	22.0%	-1.7%
COC(=O)COc1ccc(-n2cnnn2)cc1	-2.7%	0.2%	13.3%[46 µM]	-2.9%	5.6%	3.8%	0.1%
COc1ccc(C2=NN(CC(=O)Nc3ccccc3C)C(=O)CC2)cc1	-0.8%	/	/	2.9%	/	-5.3%	6.3%
CCOC(=O)C1C(c2ccccc2)NC(=S)NC1(C)O (stereo not given)	9.9%	1.8%	20.2%[9.22 µM]	-0.6%	-4.3%	7.0%	-7.0%
O=C(Nc1nnc(-c2ccccc2F)s1)c1cccnc1	-12.7%	1.6%	/	-0.6%	-4.3%	2.6%	9.5%
O=c1[nH]n(-c2ccc(Cl)cc2)c(=O)c(Cl)c1Cl	-8.8%[46.1 µM]	-3.9%	22.4%	1.5%	-2.7%[38.3 µM]	-8.7%	2.6%
COc1ccc(CCN2C(=NC(=O)C(C)C)SC3CS(=O)(=O)CC32)cc1 (stereo not given)	4.3%	/	/	0.1%	/	4.7%	3.4%
COc1ccc(-n2c(=O)c(C)nc3cnc(N(C)C)nc32)cc1	/	1.3%	/	/	-0.3%	-1.6%	/
COc1ccc2nc(N3C(=O)CC(Cc4ccc(Cl)cc4)C3=O)sc2c1 (stereo not given)	-8.6%[46.1 µM]	-6.6%	7.4%	0.3%	14.4%[38.3 µM]	11.0%	-21.3%
COc1cccc2c1C(=O)c1c(O)c3c(c(O)c1C2=O)C[C@](O)(C(C)=O)C[C@H]3O[C@@H]1C[C@H](N)[C@H](O)[C@H](C)O1	/	-2.3%[17.1 µM]	?	?	17.9%	-1.6%[29.1 µM]	-11.8%[21.7 µM]
O=C1CCN(Cc2ccccc2)CCN1CCO	8.9%	/	/	4.9%	/	3.9%	2.1%
CCOC(=O)N1CCC(NC(=S)Nc2ccc3nc(N4CCN(C)CC4)cc(C)c3c2)CC1	-3.4%	-0.5%	?	3.4%	6.6%	11.1%	-3.3%
Cc1ccc(Oc2ncccc2/C=N/OCc2ccc(Cl)cc2Cl)cc1	-8.6%[46.1 µM]	1.5%	2.7%	0.0%	2.0%[38.3 µM]	-1.9%	4.0%
CCOC(=O)CSc1nnc(Cc2ccccc2)n1CC1CCCO1 (stereo not given)	-14.9%[46.1 µM]	-3.1%	1.9%	-1.0%	24.5%[38.3 µM]	-15.3%	1.6%
CN1CCC(N(C)C(=O)/C=C/c2cn(-c3ccccc3)nc2-c2cccs2)CC1	-38.1%	0.6%	?	0.7%	5.7%	-0.2%	5.8%
C/C(=N/N=C/c1ccc(N(C)C)cc1)c1ccccc1	0.3%	8.91µM*	7.6%	2.2%	-12.9%	5.4%	5.0%
Cc1ccc(S(=O)(=O)NCC(=O)NCC(=O)OCC(=O)NC(=O)NC(C)(C)C)cc1C	8.7%	5.8%	-0.5%[46 µM]	-5.7%	-9.4%	7.9%	7.7%
CCn1c(O)c(/C=C2\C=Nc3ccccc32)sc1=Nc1ccccc1	-24.0%[46.1 µM]	-0.7%	10.2%	8.2%	27.4%[38.3 µM]	-0.3%	3.8%
N[C@H](CCCP(=O)(O)O)C(=O)O	/	1.1%&-0.3%	/	-2.4%&-1.1%	7.8%&-0.9%	-1.9%&8.0%	-12.2%&4.5%[21.7 µM]
CCCn1nnnc1-c1ccc(Cl)cc1	6.9%[46.1 µM]	0.1%	8.9%	0.7%	-2.7%[38.3 µM]	3.3%	0.6%
O=C(CSc1n[nH]c(-c2cccnc2)n1)Nc1ccnc2ccccc12	-13.6%[46.1 µM]	-2.1%	?	0.7%	-10.4%[38.3 µM]	-3.9%	14.5%
Cn1cccc1C(=O)N1CCC2(CCCN(c3ccccc3)C2)CC1	/	-1.6%	/	/	21.9%	12.7%	/
COc1ccc(CCNC(=O)CSc2nc(C)cc(C)n2)cc1OC	13.9%	-1.6%	/	-1.1%	9.0%	1.1%	0.1%

Compound activity as filed in PubChem BioAssay.
